tim23-1 inh – growth inhibitors of tim23-1 mutant yeast; S. cerevisiae tim23-1 growth, BacTiter-Glo luminescence, 24 h; inhibition, % at 20 µM; actives 1.3% (n = 330,000);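 active = growth inhibition of the mutant yeast at or above 50%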;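 note: temperature-sensitive mutant grown at 25 °C; plate controls were DMSO-treated mutant yeast for no effect and medium wells lacking yeast for full effect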
697 NFkB inh – inhibitors of the PMA/ionomycin-induced NF-kB reporter in 697 B cells. 697 B-cell NF-kB luciferase reporter, 16 h. inhibition, % at 4 µM. actives 0.33% (n = 330,000). AID 435022; in the data active = inhibition above about 35%
UPR XBP1 act – adaptive UPR (XBP1) activation. actives 0.33% (n = 330,000). CHO-XBP1 luciferase reporter, IRE1-XBP1 UPR activation, luminescence; percent of tunicamycin response, DMSO as zero. activation, % at 20 µM;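 active = versus positive control, 20 µM dose yields 30% or more activation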;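 note: 100% = tunicamycin at 10 µg/mL and 0% = DMSO only wells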
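Material: CHO-XBP1 cells stably carrying IRE1-XBP1-driven luciferase reporter | Medium: F12 with 10% serum | Compound dosing: 20 µM single concentration, DMSO 1% | Incubation: Overnight seeding at 37 °C, 6 h compound treatment at 37 °C | Detection: Steady-Glo luminescence read | Read-out basis: % activation of reporter signal versus tunicamycin and DMSO controls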
UPR CHOP act – apoptotic UPR (CHOP) activation; CHO-CHOP luciferase reporter, luminescence; percent of tunicamycin response over DMSO baseline; activation, % at 10 µM; actives 0.34% (n = 330,000); AID 449763;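 active = at 10 µM dose, activation of 40% or more, normalized to positive control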;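 note: 100% = tunicamycin at 10 µg/mL and 0% = DMSO alone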
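System: CHO CHOP reporter cells. Amount: 500 cells per well. Buffer or medium: F12 medium, 10% FBS. Compound dosing: one dose, 10 µM in 0.5% DMSO. Incubation: 6 h compound exposure at 37 °C after overnight seeding. Technique: Steady-Glo luciferase luminescence. Benchmarks: tunicamycin and DMSO controls.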
tim10-1 inh – growth inhibitors of tim10-1 mutant yeast; inhibition, % at 20 µM; AID 463190; actives 2.2% (n = 330,000); S. cerevisiae tim10-1 ts strain growth, BacTiter-Glo, 24 h;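 active = inhibition of at least 40%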;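 note: mutant grown at 25 °C; 0% = DMSO wells with yeast and 100% = wells holding no yeast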
Jurkat NFkB inh – lowers PMA/ionomycin-induced NF-kB signal in Jurkat cells; PMA/ionomycin-induced NF-kB luciferase reporter, luminescence; inhibition, % at 4 µM; actives 0.53% (n = 330,000); AID 435003; in the data active = inhibition above about 50%
TIM10 inh – inhibits growth of TIM10 yeast strain; S. cerevisiae TIM10 strain growth, BacTiter-Glo luminescence, 24 h; inhibition, % at 10 µM; actives 1.4% (n = 330,000); AID 463195;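 active = inhibition of 40% or more at the single tested concentration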;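 note: wild-type TIM10 isogenic control strain grown at permissive 25 °C; 0% = DMSO yeast wells and 100% = minimal medium wells without yeast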
Mdm2-MdmX inh – human Mdm2/MdmX binding inhibition | O15151+Q00987 | SaOS-2 split-luciferase Mdm2/MdmX complementation, luminescence | inhibition, % at 8 µM | actives 3% (n = 330,000) | AID 485346;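 active = inhibition of at least 50% at 8 µM in the primary screen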
Target sequence (O15151 whole entry, looked up): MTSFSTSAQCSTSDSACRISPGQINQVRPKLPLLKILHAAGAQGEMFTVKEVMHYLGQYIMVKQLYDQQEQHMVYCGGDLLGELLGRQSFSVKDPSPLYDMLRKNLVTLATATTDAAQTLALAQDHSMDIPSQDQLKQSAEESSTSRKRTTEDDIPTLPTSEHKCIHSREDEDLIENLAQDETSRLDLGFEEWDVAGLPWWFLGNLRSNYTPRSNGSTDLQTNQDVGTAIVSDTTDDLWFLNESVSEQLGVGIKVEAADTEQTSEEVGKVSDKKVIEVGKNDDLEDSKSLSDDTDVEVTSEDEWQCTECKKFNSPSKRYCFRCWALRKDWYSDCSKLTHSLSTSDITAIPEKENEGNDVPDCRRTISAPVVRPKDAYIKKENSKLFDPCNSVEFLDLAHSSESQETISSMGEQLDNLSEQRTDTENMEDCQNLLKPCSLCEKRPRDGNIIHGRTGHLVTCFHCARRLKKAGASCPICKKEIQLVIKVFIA
Target sequence (Q00987 whole entry, looked up): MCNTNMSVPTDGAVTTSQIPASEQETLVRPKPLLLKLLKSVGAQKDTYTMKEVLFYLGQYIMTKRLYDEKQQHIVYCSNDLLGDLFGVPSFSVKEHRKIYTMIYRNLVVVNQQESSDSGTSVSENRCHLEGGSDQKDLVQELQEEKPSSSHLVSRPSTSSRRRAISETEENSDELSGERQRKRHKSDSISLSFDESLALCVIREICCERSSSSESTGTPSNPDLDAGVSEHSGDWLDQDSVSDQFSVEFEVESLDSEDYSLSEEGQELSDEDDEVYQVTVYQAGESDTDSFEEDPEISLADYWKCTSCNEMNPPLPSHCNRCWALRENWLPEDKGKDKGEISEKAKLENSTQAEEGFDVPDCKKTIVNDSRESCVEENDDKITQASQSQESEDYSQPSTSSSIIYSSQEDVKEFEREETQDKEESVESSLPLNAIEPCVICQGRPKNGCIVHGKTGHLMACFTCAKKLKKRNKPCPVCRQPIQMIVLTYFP
Numbers without * were called inactive.

#	compound	tim10-1 inh	UPR CHOP act	697 NFkB inh	Jurkat NFkB inh
1	CCOCCCNC(=S)N1CCCN(c2nc3cc(C)cc(C)c3cc2C#N)CC1	21.6	-0.6	-23.1	-6.2
2	CCOC(=O)Cn1nc(C)c([N+](=O)[O-])c1C	-3.8	-0.1	4.8	2.4
3	CC(=O)c1ccc(-n2c(CCC(=O)O)ccc2-c2ccccc2)cc1	-12.3	1.8	-1.5	0.6
4	COc1ccc2nc(NC(=O)c3ccccc3C(=O)O)sc2c1	4.8	-1.2	8.4	2.1
5	Cc1ccc(OCC(=O)Nc2ccccc2[N+](=O)[O-])c(Br)c1	-3.5	2.4	-134.0	-118.5
6	O=C(O)/C=C/c1nc(-c2ccccc2)n2ccccc12	16.2	2.2	-28.5	-9.2
7	Cc1[nH]c2ccccc2c1C(=O)CN1C(=O)C(=O)N(C2CCCC2)C1=O	20.3	-2.6	20.1	-10.8
8	COc1ccc(-c2nc3ccccc3c(=O)n2NC(=O)Cc2ccccc2)cc1	4.7	2.9	-4.2	6.6
9	COc1ccc(C(=O)OCC(=O)N2CCCCC2)cc1[N+](=O)[O-]	2.9	-0.8	5.2	9.3
10	CCC(=O)Nc1c(-c2cccs2)c(=O)c2ccccc2n1C	15.4	-2.7	4.1	-11.1
11	Cc1cccc(OCC(=O)NCc2n[nH]c(=O)c3ccccc23)c1	3.4	1.5	5.0	5.2
12	O=C(CSC1=NS(=O)(=O)c2ccccc2N1)N1CCCCC1	-13.8	1.8	11.0	18.5
13	CCOc1ccccc1NC(=O)C(NCC1CCCCC1)c1ccccc1 (centres undefined)	11.2	-0.6	4.1	-0.6
14	O=C(COC(=O)c1ccc(Cl)nc1)NCc1cccs1	8.1	-0.5	11.6	10.9
15	CCOc1ccc(C(c2c(C)[nH][nH]c2=O)c2c(C)[nH][nH]c2=O)cc1OC	42.0*	-1.3	22.2	-8.7

#	TIM10 inh	tim23-1 inh	Mdm2-MdmX inh	UPR XBP1 act
1	4.5	15.6	23.9	4.8
2	-13.0	-5.9	19.9	-1.7
3	14.6	-0.5	18.2	1.1
4	-23.5	9.6	14.8	8.0
5	-5.5	7.5	-280.6	-0.1
6	0.4	13.5	-21.0	0.2
7	8.5	-1.5	7.5	-0.2
8	3.5	22.3	-24.1	-0.5
9	11.1	1.2	-13.8	-3.3
10	-13.4	-0.3	10.9	-0.4
11	-4.5	0.1	-2.7	-1.7
12	-3.6	0.2	6.1	-1.4
13	17.4	41.1	29.9	-3.0
14	7.8	-1.7	2.3	3.9
15	26.1	49.7	11.2	-3.1

#	compound	tim10-1 inh	UPR CHOP act	697 NFkB inh	Jurkat NFkB inh
16	Cc1cccc(C(=O)N[C@H](C(=O)Nc2ncc(C)s2)C(C)C)c1	17.8	-1.0	-30.1	5.0
17	Cc1cc(C(=O)CSc2nnc(-c3ccncc3)n2-c2ccccc2)c(C)n1C	11.3	0.9	21.5	4.6
18	O=C(CN1CCN(S(=O)(=O)c2ccccc2F)CC1)NCC1(N2CCOCC2)CCCCC1	0.8	-0.6	6.2	7.9
19	COC(=O)c1nc2n(n1)C(c1ccc(OC)c(OC)c1)C(C(=O)OC1CCCCC1)=C(C)N2 (centres undefined)	14.2	0.5	19.6	5.7
20	COc1cccc(NC(=O)NC2CCN(CC(=O)Nc3ccccc3[N+](=O)[O-])CC2)c1	20.7	1.4	-5.3	-19.8
21	Cc1ccc(S(=O)(=O)N2CCC(C(=O)OCC(=O)NC3(C#N)CCCCC3)CC2)cc1C	-12.7	-0.1	-0.2	8.1
22	CC(C(=O)Nc1ccc2c(c1)OCO2)n1cnc2c1c(=O)n(C)c(=O)n2C (centres undefined)	-12.8	0.7	11.1	-0.6
23	O=C(Nc1cccc2ncccc12)C(c1ccccc1)c1ccccc1	7.8	-0.9	6.5	-2.0
24	Cc1ccc(C(=O)O)cc1NC(=O)c1cccs1	14.9	-1.4	15.8	-1.6
25	O=c1[nH]cc(N=Cc2cc([N+](=O)[O-])ccc2O)c(=O)[nH]1	-3.4	-0.4	3.2	-0.3
26	Cc1ccc(C)n1-c1ccc(N2CCOCC2)c(Br)c1	6.9	-2.5	2.6	12.5
27	COC(=O)c1ccc2c(C)c(C(C)(C)O)[nH]c2c1	0.0	3.8	-6.4	5.9
28	Cc1cc(=O)[nH]c(SCC(=O)Nc2ccc(S(N)(=O)=O)cc2)n1	-4.6	-0.6	17.4	5.6
29	COC(=O)C(C)N1C(=O)S/C(=C/c2cc(C)n(C(C)C)c2C)C1=O (centres undefined)	14.1	6.3	-63.9	-52.8
30	COCCCn1c(CCC(=O)O)ccc1-c1ccc(F)cc1	2.7	1.5	0.9	-0.8

#	TIM10 inh	tim23-1 inh	Mdm2-MdmX inh	UPR XBP1 act
16	1.2	3.6	67.9*	2.7
17	9.9	7.1	-3.7	0.4
18	2.9	3.6	3.9	1.9
19	19.9	7.5	28.3	9.2
20	2.0	21.0	18.3	-2.5
21	1.9	-3.8	35.9	-1.4
22	7.1	-1.4	-6.1	1.6
23	5.7	12.0	21.9	-0.7
24	-15.1	3.0	0.2	1.1
25	0.7	9.8	28.4	-4.5
26	9.9	16.3	14.0	-1.8
27	-5.2	6.2	-19.7	3.2
28	-1.5	1.6	12.6	-3.3
29	4.9	22.0	12.2	3.3
30	-5.6	6.4	18.5	-1.5

From compound 20 up to 22, copied from above:
#	compound	tim10-1 inh	UPR CHOP act	697 NFkB inh	Jurkat NFkB inh
20	COc1cccc(NC(=O)NC2CCN(CC(=O)Nc3ccccc3[N+](=O)[O-])CC2)c1	20.7	1.4	-5.3	-19.8
21	Cc1ccc(S(=O)(=O)N2CCC(C(=O)OCC(=O)NC3(C#N)CCCCC3)CC2)cc1C	-12.7	-0.1	-0.2	8.1
22	CC(C(=O)Nc1ccc2c(c1)OCO2)n1cnc2c1c(=O)n(C)c(=O)n2C (centres undefined)	-12.8	0.7	11.1	-0.6

#	TIM10 inh	tim23-1 inh	Mdm2-MdmX inh	UPR XBP1 act
20	2.0	21.0	18.3	-2.5
21	1.9	-3.8	35.9	-1.4
22	7.1	-1.4	-6.1	1.6

(next part)
#	compound	tim10-1 inh	UPR CHOP act	697 NFkB inh	Jurkat NFkB inh
31	COc1ccc(-c2csc(NC(=O)CSc3n[nH]c(N)n3)n2)cc1	10.7	1.5	-47.1	-9.6
32	CCn1ncc(C(=O)Nc2ccccc2C)c1C	5.2	1.2	12.9	3.2
33	O=C(CNCc1ccccn1)Nc1cc(C(F)(F)F)ccc1N1CCOCC1	19.4	-1.0	12.9	5.1
34	Cc1onc(-c2ccccc2)c1CNS(=O)(=O)c1cccc(Br)c1	23.9	0.6	25.3	-2.4
35	CS(=O)(=O)c1ccccc1-c1nnc(NC(=O)c2ccc3ncsc3c2)o1	-7.3	1.7	-47.8	-11.0
36	CCCCCCCOC(=O)c1ccc(OC(=O)c2cccnc2)cc1	-1.0	2.1	7.9	-5.6
37	COc1cc(-c2nnc3n(CCc4ccccc4)c(=O)c4ccccc4n23)cc(OC)c1OC	25.9	0.8	-6.8	-1.6
38	C=CCN(c1ccc(C(=O)N2CCCC2)cc1)S(C)(=O)=O	3.3	1.5	-7.1	-13.2
39	CCc1ccc(Nc2nnc(SCc3cc(=O)n4ccsc4n3)s2)cc1	4.3	-0.2	2.9	-34.5
40	Cc1cc(S(=O)(=O)N2CCCC2)c(C)s1	-2.9	-1.3	10.7	-2.2
41	COc1cccc(/C=C/C(=O)c2ccc[nH]2)c1	29.3	5.1	-47.8	-66.0
42	COc1cc(C(=O)Nc2cnc(NC(=O)C(C)C)cc2C)cc(OC)c1OC	15.5	-1.9	-11.8	-0.3
43	O=C(Nc1cccc(S(=O)(=O)N2CCOCC2)c1)c1cc2c(s1)CCC2	31.7	2.0	17.2	-4.0
44	CCOC(=O)C1CCCN(C2CC(=O)N(c3cccc(C)c3)C2=O)C1 (centres undefined)	34.4	-1.4	23.1	-16.0
45	Cc1cc(C)cc(NC(=O)C2CC(=O)n3ncnc3N2)c1 (centres undefined)	3.0	1.6	18.5	-0.4

#	TIM10 inh	tim23-1 inh	Mdm2-MdmX inh	UPR XBP1 act
31	10.2	14.9	-5.1	-0.2
32	0.8	6.7	16.7	-1.1
33	15.4	-0.5	7.1	0.0
34	27.9	28.6	-3.3	2.2
35	-7.7	6.6	-7.8	-0.1
36	18.2	5.1	-21.9	1.8
37	0.3	11.4	18.4	-1.3
38	12.8	11.8	12.1	-2.6
39	-0.5	2.0	-3.3	2.7
40	-8.0	1.8	-21.0	1.4
41	20.5	27.2	-80.7	1.8
42	-14.4	0.2	-0.1	-2.8
43	23.4	29.3	27.0	1.4
44	13.6	34.1	26.1	2.6
45	-8.2	3.4	34.3	4.2

An excerpt of these results, with two lines to a compound:
Value order: tim10-1 inh	UPR CHOP act	697 NFkB inh	Jurkat NFkB inh	TIM10 inh	tim23-1 inh	Mdm2-MdmX inh	UPR XBP1 act
42. COc1cc(C(=O)Nc2cnc(NC(=O)C(C)C)cc2C)cc(OC)c1OC
→ 15.5	-1.9	-11.8	-0.3	-14.4	0.2	-0.1	-2.8
43. O=C(Nc1cccc(S(=O)(=O)N2CCOCC2)c1)c1cc2c(s1)CCC2
→ 31.7	2.0	17.2	-4.0	23.4	29.3	27.0	1.4

(list continues)
#	compound	tim10-1 inh	UPR CHOP act	697 NFkB inh	Jurkat NFkB inh
46	COc1ccccc1CNCC(=O)N1CC(=O)Nc2ccccc21	3.5	0.1	-1.2	-3.8
47	N=C1S/C(=C\c2cn[nH]c2-c2ccc(F)cc2)C(=O)N1c1ccccc1F	-9.7	5.7	-173.5	-52.4
48	Cc1cc(NC(=O)CCC(=O)N(CC(=O)NCC2CCCO2)c2cccc(C)c2C)no1 (centres undefined)	7.7	0.9	17.1	-4.3
49	CCNC(=S)N1CCC(NC(=O)C2CCCCC2)CC1	-7.8	0.8	-25.2	1.7
50	O=c1nc2n(c3cccc(Cl)c13)CCCCC2	8.5	2.0	18.9	14.3
51	CCSc1nc(-c2ccco2)ccc1C#N	10.9	-0.4	9.3	-8.8
52	OC1(c2cccs2)CN(c2ccc(Cl)cc2)C2=[N+]1CCCC2 (centres undefined)	31.6	0.6	-25.5	-5.9
53	O=C(Nc1ncc(Cc2ccc(SC(F)F)cc2)s1)c1ccc(OC(F)F)cc1	2.3	3.0	-494.7	75.9*
54	CC(C)(C)OC(=O)C[C@@H]1C/C=C\C[C@@H](CC(=O)N[C@H](CO)Cc2ccccc2)C(=O)N2CCC[C@@H]2COC1=O	8.7	-1.3	24.2	11.9
55	Cc1cc(OCC(=O)Nc2ccccc2C)no1	3.6	0.0	4.9	-10.5
56	COCCNC(=O)c1cc2c(=O)n3cccc(C)c3nc2n(Cc2ccncc2)c1=N	0.5	-1.6	10.4	10.6
57	CN(C)C(=O)NC1c2ccccc2-c2ccccc21	0.5	1.1	9.3	-4.1
58	CC(=O)Nc1ccc(S(=O)(=O)NCC2CCC(C(=O)NC3CCCCCC3)CC2)cc1 (centres undefined)	12.2	1.7	-0.3	6.1
59	COc1ccc([C@H]2CC(=O)C=C(c3ccc4c(c3)OCO4)C2)cc1	2.0	1.7	4.9	-3.4
60	Cc1cc(=O)[nH]c(/N=C(\N)Nc2cccc3ccccc23)n1	5.8	1.2	24.6	13.3

#	TIM10 inh	tim23-1 inh	Mdm2-MdmX inh	UPR XBP1 act
46	-8.7	-4.1	5.6	-6.5
47	-25.6	-25.7	-27.7	-0.9
48	7.4	3.9	8.8	-1.4
49	2.1	5.4	-13.3	1.0
50	10.9	3.4	-1.0	0.2
51	16.5	7.4	11.2	1.4
52	-1.8	-1.6	-4.5	-2.5
53	-3.0	-12.4	61.8*	13.8
54	0.0	7.4	12.3	-1.7
55	-0.5	-3.9	15.2	-2.1
56	-8.2	-17.9	16.6	-1.7
57	3.9	-11.4	-0.2	1.2
58	12.9	-1.5	12.8	0.8
59	6.4	37.9	-23.8	3.0
60	1.0	-11.1	12.3	-0.5

Source: PubChem
